# TRPV1 agonist – HTS Assay for Compounds that Act as Agonists of the Vanilloid Receptor 1; Transient receptor potential cation channel subfamily V member 1 (Homo sapiens), Q8NER1; TRPV1-expressing cells, Fluo-8 calcium influx, agonist mode; activation, % at 8.33 µM; 0.19% of 320,000 active; AID 540275, 2011; in the data active = activation above about 80%; inconclusive = between about 30% and that limit; also: 0% is about no effect
# Target sequence (Q8NER1 whole entry, looked up): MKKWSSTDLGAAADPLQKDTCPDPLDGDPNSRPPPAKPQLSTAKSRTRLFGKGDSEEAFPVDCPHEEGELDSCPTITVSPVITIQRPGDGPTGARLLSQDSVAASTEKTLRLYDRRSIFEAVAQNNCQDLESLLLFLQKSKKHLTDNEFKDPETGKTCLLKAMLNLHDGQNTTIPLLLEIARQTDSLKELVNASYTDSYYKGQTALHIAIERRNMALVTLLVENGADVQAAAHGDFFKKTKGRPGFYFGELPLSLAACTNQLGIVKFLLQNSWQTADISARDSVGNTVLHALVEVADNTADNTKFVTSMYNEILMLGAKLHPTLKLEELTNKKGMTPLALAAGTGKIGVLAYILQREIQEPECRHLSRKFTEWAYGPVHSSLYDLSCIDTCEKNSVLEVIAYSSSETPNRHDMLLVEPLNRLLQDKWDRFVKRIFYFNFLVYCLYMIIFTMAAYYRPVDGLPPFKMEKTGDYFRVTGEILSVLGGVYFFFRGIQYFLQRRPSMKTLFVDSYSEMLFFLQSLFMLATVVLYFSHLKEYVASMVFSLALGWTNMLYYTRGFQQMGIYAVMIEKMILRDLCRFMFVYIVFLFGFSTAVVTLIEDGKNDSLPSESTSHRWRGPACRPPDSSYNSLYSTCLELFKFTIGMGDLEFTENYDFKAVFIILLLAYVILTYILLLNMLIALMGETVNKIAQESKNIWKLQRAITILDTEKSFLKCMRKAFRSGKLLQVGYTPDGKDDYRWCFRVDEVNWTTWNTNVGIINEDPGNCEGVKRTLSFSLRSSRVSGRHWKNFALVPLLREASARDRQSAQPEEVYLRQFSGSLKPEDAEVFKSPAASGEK
#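 Fluo-8 calcium influx in TRPV1-expressing cells, kinetic read (ex 480/em 520 nm). Compound added and read 3 min for agonist activity, followed by capsaicin at EC20 final and 2 min further read for enhancement.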
# TCR activator – Activators of T cell receptors: qHTS campaign; Potency, µM (highest dose often 9.22 µM), inactives show at the highest dose activation of IL-2 secretion, most hits filed as activators; 330,000 tested, under 10 active; primary human leukocytes, anti-CD3, IL-2 HTRF, 48 h; AID 504894, 2011; also: % of control where 0% means no effect
#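 Using a-CD3 beads without co-stimulation, primary human leukocytes were exposed to compounds for 48 hr. An HTRF IL-2 kit measured the cytokine, with europium-to-d2 energy transfer producing emission at 665nm upon 320nm excitation.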
# KCNH2 3.1 inh – qHTS for Inhibitors of KCHN2 3.1: Mutant qHTS; activity change, % (tested at about 1.8 µM); 0.95% of 340,000 active; U2OS KCNH2 3.1, thallium flux FluxOr; stronger effect = lower value;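 active = maximum activity change below -70%; inconclusive = maximum activity change from -70% to -50%; inactive = maximum activity change above -50%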;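 also: thallium influx rate constant from kinetic fluorescence after stimulation buffer; % is scaled to controls: 0 for no effect and ±100 for the full control effect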
#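 Kinetic fluorescence (2 min after stimulation buffer) measures Tl+ influx through KCNH2 3.1 expressed by viral transduction in U2OS cells; the rate constant is normalized against DMSO controls serving as positive and negative references.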
# ELG1 DNA repair – qHTS screen for small molecules that inhibit ELG1-dependent DNA repair in human embryonic kidney (HEK293T) cells expressing luciferase-tagged ELG1; HEK293T ELG1-luciferase reporter, luminescence, 16 h; DNA damage induced by 5-fluorouridine; Potency, µM (top dose mostly 46.1 µM), without a hit: at the top dose activity change, negative = inhibition, most hits filed as inhibitors; 2.3% of 330,000 active; AID 504467, 2011; also: potency is read from the fitted curve at half-maximal effect; % is scaled to controls: 0 for no effect and ±100 for the full control effect; nearly all actives have a fitted effect of over 55% in size
#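 Quantitative HTS, concentration-response format. 2,000 cells/well co-treated with 5-fluorouridine and compound, 16 hr in 5% CO2 at 37 °C; ONE-Glo luminescence read after 30 min.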
# USP2a block – qHTS Assay for Inhibitors of Ubiquitin-specific Protease USP2a Using CHOP2 as the Reporter | Potency, µM (titrated, usually from 38.3 µM), without a hit: at the top dose activity change, negative = inhibition, actives largely listed as inhibitors | 0.01% of 330,000 active | Ubiquitin carboxyl-terminal hydrolase 2 (Homo sapiens), O75604 | USP2 core, Ub-CHOP2 coupled fluorogenic reporter, 485/531;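 also: potency is read from the fitted curve at half-maximal effect; plate controls were DMSO wells for no effect and full inhibition by NEM control for full effect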
#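 Cell-free coupled assay: 10nM USP2 core preincubated 30min RT with compound in Tris-HCl pH 8.0/CaCl2/CHAPS buffer, then 25nM Ub-CHOP2 and 25nM reporter substrate; fluorescence (Ex 485/Em 531) read after 60min RT, normalized to NEM inhibition, concentration-response curves fitted.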
# TSHR antag – Antagonists of the Thyroid Stimulating Hormone Receptor: HTS campaign | TSHR-expressing cells, TSH-stimulated cAMP HTRF, 2 h; stronger effect = lower value | activity change, negative = inhibition, % at 11.5 µM | 0.2% of 330,000 active | AID 504810, 2011 | Thyrotropin receptor (Homo sapiens), P16473;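 active = activity change below a set negative limit, meaning inhibition stronger than a set level, cut at about -70% in these data; inconclusive = activity change between two set negative limits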; also: % is scaled to controls: 0 for no effect and ±100 for the full control effect
#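 Antagonism was scored as loss of TSH-driven cAMP in TSHR cells, stimulated with 4nM TSH (EC80) for 2 hours at 37 deg C and detected by homogeneous HTRF competition immunoassay.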
# Eya2 phos inh – qHTS Assay for Inhibitors of the Phosphatase Activity of Eya2. Protein phosphatase EYA2 (Homo sapiens), O00167. recombinant Eya2, OMFP fluorescence dephosphorylation (OMFP is methylfluorescein phosphate). Potency, µM (titrated, usually from 76.9 µM), for inactives: at the highest dose activity, negative = inhibition, actives largely listed as inhibitors. AID 488837, 2010. 0.006% of 330,000 active; also: potency is read from the fitted curve at half-maximal effect; % is scaled to controls: 0 for no effect and ±100 for the full control effect
#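 Eya2 protein (added as 0.2 uM solution) was preincubated with compound for 10 min at ambient temperature in 50 mM HEPES pH 7.5, 50 mM NaCl, 5 uM MgCl2, 0.05% BSA, 1 mM DTT. OMFP (added at 50 uM) then reacted 10 min; fluorescence read at 485/525 nm.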
# Mito fusion yeast – qHTS Assay for Small Molecule Inhibitors of Mitochondrial Division or Activators of Mitochondrial Fusion | 0.23% of 320,000 active | S. cerevisiae fusion-defective mutant growth rescue, CellTiterGlo 48 h | AID 485298, 2010 | Potency, µM (series often up to 46.1 µM), without a hit: at the highest dose growth rescue (activation), usual class: activators;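 also: potency is read from the fitted curve at half-maximal effect; % of control where 0% means no effect; nearly all actives have a fitted effect of over 45% in size; temperature-sensitive fusion mutants such as fzo1-1 at 37 °C on non-fermentable ethanol glycerol medium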
#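 Luminescent cell viability in 1536-well qHTS format served as the measure of rescued growth in ts fusion-mutant S. cerevisiae cultured on non-fermentable YPEG for 48 hours at 37C.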
# hERG WT inh – qHTS for Inhibitors of KCHN2 3.1: Wildtype qHTS; Voltage-gated inwardly rectifying potassium channel KCNH2 (Homo sapiens), Q12809; U2OS, BacMam KCNH2, thallium flux FluxOr; stronger effect = lower value; activity change, % at 1.84 µM; 0.37% of 340,000 active;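 active = maximum activity change below -70%; inconclusive = maximum activity change between -70% and -50%; inactive = maximum activity change above -50%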; also: % is scaled to controls: 0 for no effect and ±100 for the full control effect
#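 U2OS cells were transduced with wild-type KCNH2 virus (2.03 x 10^8 / mL) for 4 h at room temperature, then cultured overnight at 37 C. Thallium flux was read with FluxOr dye. Rate constants were normalized to DMSO controls.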
# AT treatment – qHTS Assay for Identifying a Potential Treatment of Ataxia-Telangiectasia. […] A-T fibroblasts, KAP-1 phosphorylation AlphaLISA; neocarzinostatin DNA damage 30 min before lysis. Potency, µM (titrated, usually from 57.5 µM), inactives show top-dose activation, usual class: activators. 0.19% of 320,000 active; also: potency is read from the fitted curve at half-maximal effect; % of control where 0% means no effect; nearly all actives have a fitted effect of over 45% in size
#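 hTERT-immortalized A-T patient fibroblasts ([…]), 500 cells/well in OPTI-MEM, 1% FBS, got compounds for 60 min, then NCS for 30 min at 37C. Lysates were then assayed for phospho-KAP-1 by AlphaLISA (anti-pKAP1 donor, anti-KAP1 acceptor beads), 6 hr at 25C.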
# * marks the source's active call; other numbers are inactive results; u = inconclusive; x = no result given; & = joins results of further samples; [ ] = remark or other dose. Unless noted, calls follow the shape of the dose curve; as a rule, active = well fitted curve in the direction sought with a large enough effect; inconclusive = small, poorly fitted or top-dose-only effect, or another doubt; inactive = no such curve, though single readings can be large; an effect the other way counts as inactive or inconclusive. This is a subset. The share of hits here may be higher or lower than overall.
SMILES,TRPV1 agonist,TCR activator,KCNH2 3.1 inh,ELG1 DNA repair,USP2a block,TSHR antag,Eya2 phos inh,Mito fusion yeast,hERG WT inh,AT treatment
CNC(=O)c1ccc(Nc2nc(-c3ccccc3)nc3ccccc23)cc1,u,-2%,-16,15µM*,0%,-15,0%,-15%,14,5%
CCCN1C2CCCC1CC(NC(=O)Nc1cccc(C(C)=O)c1)C2 (configuration not stated),2,x,5,13%,0%,10,5%,-5%,4,-8%
COc1cc(-c2noc(C)c2C(=O)NCC[C@@H]2CCCN2C)cc(OC)c1OC,x,7%,0,14%,2%,-21,-4%,x,26,23%
Cn1ncc([N+](=O)[O-])c1C(=O)Nc1ccc(-c2ccccc2)cc1,0,2%,-14,u,0%,5,-16%,9%,-9,-9%
Cc1cc(C(=O)NC2CCCC(C)C2C)c2ccccc2n1 (configuration not stated),1,2%,1,-6%,2%,1,10%,6%,-2,-1%
CC(C)N(Cc1nnc(-c2ccc(Cl)cc2)o1)C(=O)c1cc2ccccc2o1,19,x,-91*,-29%,3%,-10,-17%,24%,-1,1%
CCOC(=O)N1CCC(N2Cc3cccc(C(=O)NCc4ccc5c(c4)OCO5)c3C2=O)CC1,-1,0%,-23,23µM*,4%,-12,-24%,3%,11,6%
COc1ccc(C2(CN(C(C)=O)C(C)=O)CCCC2)cc1OC,3,-3%,1,-6%,2%,-9,18%,0%,9,x
COc1ccc(N2CCOCC2)c(NC(=O)c2cccnc2)c1,2,3%,10,-8%,4%,-5,-16%,7%,-6,-7%
COc1ccc(C2=Nc3ccc(Br)cc3C(c3ccccc3)N2CC(=O)NN)cc1 (configuration not stated),7,8%[46.1 µM],-72*,25%,-1%,11,-6%,-10%,-8,-7%
CN(C)CCN(C(=O)c1ccc2c(c1)CCCC2)c1nc2cc3c(cc2s1)OCCO3,1,2%,14,u,0%,21,u,-1%,-10,0%
O=S1(=O)N=C(N(CCO)/N=C/c2ccc(Br)cc2)c2ccccc21,6,-5%,-19,1%,-2%,-9,11%,-11%,3,-9%
Cc1cc(C)cc(OCc2nnc(SCC(=O)N3CCN(c4ccccc4)CC3)o2)c1,25,3%,1,13%,4%,-9,-27%,u,-16,x
COc1ccc(C2=COc3ccccc3C(=O)N2)cc1,5,9%,-2,u,2%,-1,-6%,0%,5,1%
CN(C(=O)COC(=O)c1ccc(Cl)cc1N)C1CCS(=O)(=O)C1 (configuration not stated),2,0%,4,-7%,-1%,6,-22%,-2%,3,6%
C[C@H](CO)N1C[C@H](C)[C@@H](CN(C)S(=O)(=O)c2ccccc2)Oc2c(NC(=O)Nc3ccc(C(F)(F)F)cc3)cccc2C1=O,x,14%,-25,u,1%,-3,0%,x,27,-2%
CCOc1ccc([C@@H]2CC=C(C(=O)O)[C@H](c3cccc(Cl)c3)N2S(=O)(=O)c2ccc(C)cc2)cc1,0,9%,x,19%,-2%,-7,27%,1%,x,4%
COc1ccc(CNC(=O)CCC(=O)c2ccc(F)cc2)cc1OC,x,-4%[46.1 µM],0,u,2%,-2,6%,x,6,7%
Nc1ccc(N=Nc2ccc(N)cc2)cc1,0,5%,0,u,0%,8,17%,-9%,-6,-11%
Cc1nc(N2CCC(C)CC2)c2oc3ccccc3c2n1,22,-19%,0,21µM*,0%,-18,-3%,u,-17,7%
O=C(O)c1ccc(CN2C(=O)c3ccc(Oc4ccc([N+](=O)[O-])cc4)cc3C2=O)cc1,1,8%,4,1%,1%,-18,-3%,-2%,4,2%
O=Cc1cn[nH]c1-c1ccccc1,-2,3%,3,12%,1%,-6,1%,3%,-2,1%[11.5 µM]
COc1cc(OC)c2ccc(=O)oc2c1C(CCN1CCOCC1)c1ccc2c(c1)OCO2 (configuration not stated),x,2%[46.1 µM],4,18%,0%,2,-24%,x,7,-17%
COc1cccc(C(=O)OCC(=O)Nc2cc(C)on2)c1OC,x,-33%[inhibitor][46.1 µM],2,11%,1%,-8,5%,x,-2,-8%

# Next part, overlapping the part above by two compounds.
SMILES,TRPV1 agonist,TCR activator,KCNH2 3.1 inh,ELG1 DNA repair,USP2a block,TSHR antag,Eya2 phos inh,Mito fusion yeast,hERG WT inh,AT treatment
COc1cc(OC)c2ccc(=O)oc2c1C(CCN1CCOCC1)c1ccc2c(c1)OCO2 (configuration not stated),x,2%[46.1 µM],4,18%,0%,2,-24%,x,7,-17%
COc1cccc(C(=O)OCC(=O)Nc2cc(C)on2)c1OC,x,-33%[inhibitor][46.1 µM],2,11%,1%,-8,5%,x,-2,-8%
CC(C)(Oc1ccc(CCNC(=O)c2ccc(-c3ccccc3)o2)cc1)C(=O)O,1,5%[46.1 µM],-2,0%,0%,6,7%,-6%,5,2%
CN1CCN(c2nc3ccccc3nc2NS(=O)(=O)c2ccc(Br)cc2)CC1,x,3%,-13,2%,4%,-9,-16%,x,0,16%
CNc1nc(C)c(C(=O)OCC(=O)OC)s1,-2,5%,6,u,1%,23,-2%,-2%,4,7%
Nc1ccnn1Cc1ccc(Br)s1,0,0%[46.1 µM],-6,-1%,2%,10,-15%,0%,-2,0%
COC(=O)C1CCN(C(=O)COC(=O)CNC(=O)c2ccc(Cl)cc2Cl)CC1,0,6%,4,7%,3%,2,-3%,-2%,-8,0%
Cc1c(OCC(=O)NCc2ccccn2)ccc2c(-c3ccccc3)cc(=O)oc12,1,6%,-1,-1%,2%,-3,-4%,4%,1,11%
CCc1nnc(NS(=O)(=O)c2ccc(NC(=O)c3cc(Cl)ccc3OC)cc2)s1,5,2%,20,u,1%,-12,8%,3%,-3,10%
CCOc1ccc(NC(=O)CN(C)C(=O)C2CC(=O)N(c3ccc4c(c3)OCCO4)C2)cc1OCC (configuration not stated),-3,-1%,11,18%,1%,1,-3%,-3%,-9,9%
O=C(NCc1ccccc1)C1CCCN(S(=O)(=O)c2ccc(F)cc2)C1 (configuration not stated),5,-6%,x,-10%,-1%,-13,2%,2%,-1,8%
Cc1cccc(Nc2nc(N)nc(CSc3nccc(C)n3)n2)c1,0,-2%,-6,9%,2%,-5,-3%,-5%,-30,1%
CNC(=S)NNC(=O)c1ccc(N(C)C)cc1,0,-3%,-3,u,1%,0,-6%,0%,-4,0%
CC(C)c1nnc(NC(=O)CCN2C(=O)c3ccccc3C2=O)s1,2,0%,3,3%,8%,-6,22%,-4%,-18,3%
COc1ccc(/C=C/c2ccc3cccc(O)c3n2)cc1Br,1,5%,-1,u,3%,-1,5%,8%,6,1%
NC(=O)C1CCN(c2nc(-c3ccccc3Br)cs2)CC1,x,-12%,x,u,3%&4%,0&-13,-2%&-11%,7%,x,3%&10%
CC(C)[C@H]1COCCS(=O)(=O)N1Cc1ccccc1-c1ccc(C(C)(C)C)cc1,x,-1%[46.1 µM],-25,-6%,0%,-17,-21%,x,-2,-29%
Cc1ccccc1-n1c(SCC(=O)NCc2cccs2)nnc1-c1ccncc1,4,3%,-6,-9%,2%,-8,11%,1%,5,2%
CC(C)n1cc(/C=N/Nc2ccc(Cl)c(C(=O)O)c2)c2ccccc21,1,x,x,u,1%,-6,13%,1%,x,-2%
c1cnc(Oc2ccc3oc4ccccc4c3c2)nc1,4,8%,13,u,0%,-8,15%,-3%,-7,4%
Cn1c(CO)cnc1-c1ccccc1,-3,-2%,9,3%,1%,5,7%,4%,2,15%
COc1ccccc1CNc1ccc2c(c1)CCC2,1,-8%,-31,u,1%,5,-12%,-2%,-14,8%
COc1ccc(NC(=O)COC(=O)C2=COCCO2)cc1OC,-3,9%,-4,17%,-1%,5,0%,-2%,1,-4%
CC(=O)Nc1ccc(NC(=O)C(C)OC(=O)C2CCN(S(=O)(=O)c3cccs3)CC2)cc1 (configuration not stated),-3,-9%,4,1%,1%,-8,0%,5%,-3,-3%
S=C(c1ccc2c(c1)OCO2)N1CCCCC1,4,8%,1,-8%,-2%,-7,27%,-7%,-4,-4%
O=C(CN1C(=O)NC2(CCCC2)C1=O)Nc1nc2ccccc2s1,0,7%,1,28%,3%,x,2%,-2%,1,3%
C/C(CC(=O)Nc1ccc(Cl)c(C(F)(F)F)c1)=N\NC(N)=S,15,-5%,7,u,0%,20,-1%,14%,-4,2%

# High-throughput results as filed in PubChem.
